Source: PubChem BioAssay
GAA inh – alpha-glucosidase (human) inhibition. actives 0.005% (n = 200,000). Potency, µM (highest dose often 76.9 µM), inactives show top-dose activity change, negative = inhibition, actives largely listed as inhibitors. AID 1466. purified human GAA, 4-MU-alpha-glucoside fluorescence;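 also: plate controls were uninhibited enzyme wells for no effect and no-enzyme background for full effect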
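Human alpha-glucosidase, 4 nM, pre-mixed with test compounds before 400 uM 4-methylumbelliferyl substrate; 20 min room temperature at pH 5.0. Fluorescence read after pH 10 stop; AC50 values from Hill-equation fits.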
aGal spleen mod – inhibitors or activators of human alpha-galactosidase in spleen homogenate. human spleen homogenate, 4MU-alpha-Gal fluorescence, 40 min. P06280. Potency, µM (series often up to 80 µM), without a hit: at the top dose activity change, negative = inhibition, hits mostly inhibitors. actives 0.008% (n = 240,000);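 also: 0% = enzyme with vehicle and -100% = no enzyme basal signal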
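Human spleen homogenate (1 ug) as enzyme source, 4-methylumbelliferyl-alpha-D-galactopyranoside 1 mM final, citrate/phosphate pH 5.0 with 0.01% Tween-20. Compounds 40 min at 37C, NaOH/glycine stop; fluorescence Ex 365/Em 440, Hill-fit AC50.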
KDM4E inh – blocks human JMJD2E demethylase activity; B2RXH2; JMJD2E catalytic domain, FDH-coupled NADH fluorescence (FDH is formaldehyde dehydrogenase); Potency, µM (highest dose often 57.1 µM), inactives show at the highest dose activity change, negative = inhibition, usual class: inhibitors; actives 1.6% (n = 230,000); active = well fitted inhibition curve with a large enough effect, not every such curve was filed as active; inconclusive = small, poorly fitted or top-dose-only effect, or another doubt; inactive = no such curve, though single readings can be large or run the other way;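 also: 0% = wells with enzyme and -100% = buffer wells without enzyme; nearly all actives have a fitted effect of over 50% in size; many of its hits are not listed in these tables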
Target sequence (B2RXH2 1-337 limits assumed): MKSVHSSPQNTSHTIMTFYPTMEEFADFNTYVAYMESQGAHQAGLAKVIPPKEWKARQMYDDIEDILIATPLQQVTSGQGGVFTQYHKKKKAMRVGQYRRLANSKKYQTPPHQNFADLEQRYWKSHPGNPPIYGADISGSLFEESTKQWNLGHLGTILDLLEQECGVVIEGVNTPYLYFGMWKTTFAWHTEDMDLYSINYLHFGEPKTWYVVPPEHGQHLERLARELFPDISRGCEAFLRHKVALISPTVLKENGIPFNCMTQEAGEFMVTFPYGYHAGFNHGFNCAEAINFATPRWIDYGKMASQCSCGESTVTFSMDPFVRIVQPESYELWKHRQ
SMN2 splice up – SMN2 splice variant enhancement; Potency, µM (titrated, usually from 46.1 µM), for inactives: at the highest dose activity change, positive = activation, most hits filed as activators; HEK293 SMN2-luciferase splicing reporter, luminescence, 30-36 h; AID 1458; actives 2.8% (n = 210,000); also: % of control where 0% means no effect; nearly all actives have a fitted effect of over 55% in size
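qHTS luciferase splicing reporter: luminescence rises when SMN2 exon 7 is included in transfected HEK293 cells. Compound exposure lasted 30-36 h at 37C, with 4.5 mM final sodium butyrate as control, followed by a ONE-Glo read.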
GAA spleen mod – inhibitors or activators of human alpha-glucosidase in spleen homogenate; actives 0.006% (n = 240,000); Potency, µM (top dose mostly 79.9 µM), for the others: top-dose activity change, negative = inhibition, actives largely listed as inhibitors; human spleen homogenate, 4-MU-alpha-glucoside fluorescence;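 also: 0% = enzyme with vehicle and -100% = no enzyme basal signal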
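Enzyme source: human spleen homogenate, 1 ug/well. Buffer 50 mM citric acid/K phosphate pH 5.0, 0.01% Tween-20. 4-MU-alpha-glucoside 1 mM; 37 C x 40 min; NaOH/glycine stop; fluorescence.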
ALDH1A1 inh – blocks purified human ALDH1A1 activity | actives 7.3% (n = 220,000) | P00352 | Purified ALDH1A1, NADH fluorescence, propionaldehyde substrate | Potency, µM (titrated, usually from 75.3 µM), for inactives: at the top dose activity, negative = inhibition, usual class: inhibitors; active = well fitted inhibition curve with a large enough effect, not every such curve was filed as active; inconclusive = small, poorly fitted or top-dose-only effect, or another doubt; inactive = no such curve, though single readings can be large or run the other way;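 also: plate controls were no enzyme wells and a reference inhibitor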
GAA glycogen mod – alters human alpha-glucosidase cleavage of glycogen | actives 0.38% (n = 300,000) | Potency, µM (series often up to 76.4 µM), for inactives: top-dose activity change, negative = inhibition, usual class: inhibitors | P10253 | recombinant GAA, glycogen substrate, Amplex Red glucose oxidase fluorescence;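 also: 0% = full enzyme reaction and -100% = no-enzyme basal signal; the screen sought inhibitors and activators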
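qHTS, 1536-well; enzyme 4 nM final; cpd up to 77 uM; substrate bovine liver glycogen 30 ug; 50 mM citrate/phosphate pH 5.0, 0.01% Tween-20; 37 C, 40 min; Amplex Red detection 45 min RT; Hill fit → AC50.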
RGS12 GoLoco inh – blocks human Gai1 binding to RGS12 GoLoco peptide, red readout; actives 0.44% (n = 230,000); Potency, µM (top dose mostly 61.6 µM), without a hit: at the highest dose activity, negative = inhibition, actives largely listed as inhibitors; Gai1:RGS12 GoLoco peptide FP, rhodamine, 10 min; AID 880; active = well fitted inhibition curve with a large enough effect, not every such curve was filed as active; inactive = no such curve, though single readings can be large or run the other way; also: % is scaled to controls: 0 for no effect and ±100 for the full control effect; nearly all actives have a fitted effect of over 30% in size; many of its hits are not listed in these tables
Target sequence (P63096 whole entry, looked up): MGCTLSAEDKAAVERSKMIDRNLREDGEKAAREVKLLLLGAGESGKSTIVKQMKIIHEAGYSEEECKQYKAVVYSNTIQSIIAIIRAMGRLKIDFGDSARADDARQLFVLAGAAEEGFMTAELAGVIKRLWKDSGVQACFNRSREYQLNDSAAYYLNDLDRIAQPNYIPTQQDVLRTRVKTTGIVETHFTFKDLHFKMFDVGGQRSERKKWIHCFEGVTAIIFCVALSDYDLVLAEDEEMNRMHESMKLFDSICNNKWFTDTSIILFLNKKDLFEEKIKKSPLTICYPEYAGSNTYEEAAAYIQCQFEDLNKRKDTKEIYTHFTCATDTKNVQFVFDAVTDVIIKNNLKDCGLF
* hit, by the source's call; ? = inconclusive; . = no result given; & = joins results of further samples; [ ] = dose if it differs, or a comment. Unless noted, calls follow the shape of the dose curve; as a rule, active = well fitted curve in the direction sought with a large enough effect; inconclusive = small, poorly fitted or top-dose-only effect, or another doubt; inactive = no such curve, though single readings can be large; an effect the other way counts as inactive or inconclusive. Potency is read from the fitted curve at half-maximal effect.

GAA inh	aGal spleen mod	KDM4E inh	SMN2 splice up	GAA spleen mod	ALDH1A1 inh	GAA glycogen mod	RGS12 GoLoco inh	SMILES
.	5%	-3%	.	-5%	.	-2%	3%	O=C(CCN1C(=O)/C(=C\c2ccccc2)SC1=S)NNC(=O)c1ccncc1
-4%	1%	5%	2%	-1%	-9%	-7%	1%	CC(=O)N1N=C(c2ccccc2)CC1c1ccccc1[N+](=O)[O-] (stereo not given)
-4%	5%	-10%	.	7%	32µM*	7%	.	CN1C(=O)OC2(C)CCc3ccccc3C12C (stereo not given)
-3%	-10%	26%	-21%	-14%	4%	-4%	9%	CCOC(=O)c1csc(Nc2nc3ccc(F)cc3s2)n1
-4%	-3%	-3%	8%	0%	5%	-6%	8%	Cc1ccccc1OCC(=O)N(Cc1nc(-c2ccccc2)no1)C(C)C
-1%	-4%	-1%	11%	-20%	1%	-5%	2%	COCCNC(=O)c1ccc(CS(=O)(=O)c2ccc(OC)cc2)o1
0%	-15%	-1%	7%	-11%	22µM*	-11%	-2%	O=C1NCN(c2ccccc2)C12CCN(c1nnnn1-c1ccccc1)CC2
1%	-13%	-1%	?	-1%	8%	-8%	13%	O=C(NC1=NCCS1)c1ccc(N2CCCC2=O)cc1
-4%	-5%	8%	13%	-5%	12%	5%	0%	O=C(CN1CCC(NC(=O)c2ccco2)CC1)Nc1cccc2ccccc12
3%	-7%	-1%	3%	-4%	7%	1%	2%	Brc1nnc2n1-c1ccccc1Sc1ccccc1-2
-10%	13%	-1%	-1%	-9%	7.1µM*	-13%	5%	O=C(CSCc1ccco1)Nc1cc(C(F)(F)F)ccc1N1CCOCC1
15%	-8%	-18%	.	-20%	1.3µM*	-2%	12%	CCOc1ccc(C(Nc2cccnc2)c2cc(Cl)c3cccnc3c2O)cc1 (stereo not given)
1%	4%	1%	19%	3%	?	.	8%	Cc1cccc(-n2c(Cc3cc(=O)[nH]c(=O)[nH]3)nnc2SC(C)C)c1
1%	1%	?	6.3µM*	6%	?	-17%	9%	COc1cccc(C(=O)/C=C2\Sc3ccccc3N2C)c1
-1%	14%	0%	-83%[inhibitor]	8%	-6%	-13%	-8%	CC(C)(C)C(=O)Nc1ccc(C(=O)N/N=C/c2ccccc2OC(=O)c2ccc(Cl)cc2Cl)cc1
.	-2%	4%	.	-4%	.	6%	1%	CC(C)CN1CCC(=O)N([C@H](CSc2ccc(Br)cc2)c2ccccc2)CC1
6%	-4%	?	23%	0%	-4%	2%	10%	Cc1cc2oc(=O)cc(COC(=O)Cn3cnnn3)c2cc1C(C)C
-9%	-3%	9%	?	-8%	-9%	2%	7%	Cc1ccnc(SCC(=O)c2cccs2)n1
-5%	-4%	?	-24%	-4%	?	-2%	2%	CCS(=O)(=O)N1CCN(C2CCC(c3ccccc3)CC2)CC1 (stereo not given)
-4%	-8%	-3%	5%	-5%	-42%	-4%	3%	COc1cc(C)c(-c2cc(C(=O)O)c(C)o2)cc1C(C)C

Quoted at random: 3 compounds from above
GAA inh	aGal spleen mod	KDM4E inh	SMN2 splice up	GAA spleen mod	ALDH1A1 inh	GAA glycogen mod	RGS12 GoLoco inh	SMILES
.	5%	-3%	.	-5%	.	-2%	3%	O=C(CCN1C(=O)/C(=C\c2ccccc2)SC1=S)NNC(=O)c1ccncc1
-3%	-10%	26%	-21%	-14%	4%	-4%	9%	CCOC(=O)c1csc(Nc2nc3ccc(F)cc3s2)n1
1%	4%	1%	19%	3%	?	.	8%	Cc1cccc(-n2c(Cc3cc(=O)[nH]c(=O)[nH]3)nnc2SC(C)C)c1

(continued)
GAA inh	aGal spleen mod	KDM4E inh	SMN2 splice up	GAA spleen mod	ALDH1A1 inh	GAA glycogen mod	RGS12 GoLoco inh	SMILES
.	4%	?	.	-1%	.	6%	10%	Cc1ccc(C(=O)CSc2nc3ccc(C(=O)NCCN4CCCCC4)cc3c(=O)[nH]2)cc1
?	?	?	-22%	2%	?	-1%	29%	CCCCCCNC(=O)c1cc(-c2ccco2)nc2ccccc12
.	6%	?	.	2%	-11%	-3%	-8%	CCOc1ccc(CN2CCNC(=O)C2CC(=O)NCc2ccccn2)cc1 (stereo not given)
0%	0%	3%	6%&2%	2%	1%	-1%	-2%	c1ccc(-c2nnc(CN3CCN(c4ccccc4)CC3)o2)cc1
.	-4%	-2%	2%	2%	-10%	.	-3%	NCCC[C@@H](CC(=O)N[C@@H]1CCCC[C@H]1C(=O)N[C@H](CC(=O)N[C@@H](CCC(=O)O)CC(=O)O)Cc1ccccc1)NC(=O)C[C@H](Cc1ccccc1)NC(=O)[C@@H]1CNCC[C@H]1N
.	6%	-1%	.	-2%	.	0%	3%	Cc1ccc(C)c(Nc2cc(C(=O)NCc3cccnc3)c3ccccc3n2)c1
-6%	4%	6%	3%	2%	3%	7%	-4%	CN1CC2([N+](=O)[O-])CC=C(OCCO)C([N+](=O)[O-])(C1)C2 (stereo not given)
8%	-4%	-2%	5%	-1%	2%	0%	1%	Cn1c(SCC(=O)NNC(=O)c2ccc(Cl)cc2)nnc1-c1cccnc1
.	11%[29.1 µM]	-2%[25.5 µM]	3%[20.6 µM]	-2%[29.1 µM]	3%[20.9 µM]	.	10%[21.6 µM]	CNc1ncnc2c1ncn2[C@@H]1O[C@H](CO)[C@@H](O)[C@@H]1O
-7%	-1%	6%	?	-16%	0%	5%	-2%	O=C(CCN1C(=O)c2ccccc2C1=O)N1CCOCC1
-2%	4%	-5%	-6%	3%	-3%	-3%	-2%	Cc1cc(C(=O)N2CCN(C(c3ccccc3)c3ccccc3)CC2)on1
-3%	1%	-7%	-38%[inhibitor]	-3%	-6%	-3%	-8%	CCOc1ccc(OCC)c(NC(=O)CSc2nnc(Cn3cnc4ccccc43)n2C)c1
-2%	?	-5%	-4%	-22%	1%	-2%	3%	CCOC(=O)COn1c(=O)c(=O)n(OC)c2ccccc21
.	4%	-14%	.	2%	.	2%	-1%	COc1cc(C(C#N)N2CCC(c3ccccc3)=N2)ccc1O (stereo not given)
-8%[15.4 µM]	-4%	15%	.	-3%	-4%	2%	-1%	Cc1cc(-c2nn(-c3ccccc3F)cc2CN2CCCC(O)C2)c(C)s1 (stereo not given)
12%	-1%	0%	-13%	-7%	2%	5%	12%	O=C(C1CCC(Cn2c(=S)[nH]c3ccccc3c2=O)CC1)N1CCOCC1 (stereo not given)
3%	1%	1%	-8%	-5%	?	2%	4%	CSCCC(NC(=O)c1ccc([N+](=O)[O-])cc1Cl)C(=O)OCC(=O)NC1CCCC(C)C1C (stereo not given)
-3%	5%	5%	7%	5%	?	-10%	4%	O=C(NCc1ccco1)c1ccccc1-c1nc(-c2ccccc2)no1
-5%	0%	12%	-55%[inhibitor]	5%	9%	-15%	18%	Cn1c(=O)c2c(nc(N/N=C/c3cccs3)n2Cc2ccccc2)n(C)c1=O
-7%	-7%	-20%	-7%	0%	11%	-27%	1%	CCC(C)c1ccccc1NC(=S)Nc1cccnc1 (stereo not given)
-5%	3%	-6%	-9%	9%	?	-7%	4%	N#Cc1nc(COc2ccc(Cl)cc2)oc1N1CCCCCC1
1%	-9%	-79%[25.5 µM]	5.6µM*	2%	.	-5%	6%	Cc1cc(/C=C(\C#N)C(=O)Nc2ccccc2)c(C)n1-c1cccnc1
.	-21%	1%	.	-16%	.	-3%	7%	COc1ccc(S(=O)(=O)N2CCc3ccccc32)cc1C(=O)Nc1cccnc1
0%	1%	?	11µM*	-2%	?	-8%	7%	CCC(Oc1ccccc1)C(=O)Nc1ccc(-c2nnc(-c3ccco3)o2)cc1 (stereo not given)
.	-3%	-1%	-5%[9.22 µM]	-1%	-6%[13.5 µM]	-7%	4%[14.2 µM]	CC(C)(CO)N1CCN(C(=S)Nc2ccccc2)CC1
?	7%	-1%	2%	6%	5%	-4%	13%	CCC(=O)NC1OC(CO)C(O)C(O)C1O (stereo not given)
1%	-9%	-26%	-9%	-5%	7%	11%	1%	O=C(Nc1ccc2snnc2c1)N1CCOCC1
-2%	-10%	-11%	-17%	-13%	8%	-13%	9%	COc1cc(C2C(C#N)=C(N)Oc3c2ccc2ccccc32)ccc1OCC(=O)Nc1ccccc1C (stereo not given)
1%	-3%	-8%	9%	.	22µM*	-1%	9%	CN1CCN(c2nc3c(c(=O)[nH]c(=O)n3C)n2CCCSc2nnnn2-c2ccccc2)CC1
-14%	1%	?	12%	3%	?	-3%	16%	CC1(C)Cc2nc3sc4c(=O)n(CC(N)=O)cnc4c3cc2CO1
14%	0%	6%	-99%[inhibitor]	-1%	11%	-2%	2%	Cc1ccc(C2=Nc3ccc(Br)cc3C(c3ccncc3)=NN2)cc1
?	-6%	1%	-57%[inhibitor]	-4%	3.5µM*	10%	16%	O=C(Nc1cccc(S(=O)(=O)N2CCCC2)c1)c1ccc2c(=O)n3c(nc2c1)CCCCC3
3%	-1%	5%	0%	-3%	0%	1%	-10%	CS(=O)(=O)NCc1csc(-c2ccccc2)n1
1%	1%	1%	-15%	2%	-5%	6%	-2%	CC(=O)N1CCc2cc(Br)cc(S(=O)(=O)CCC(=O)N3CCN(c4ccccn4)CC3)c21
-8%	10%	?	-51%[inhibitor]	0%	?	9%	-1%	CN(C)C=Nc1ncc2c3ccccc3n(CCN(C)C)c2c1C#N
.	9%	.	.	-5%	14%	.	0%	COCCn1c(=O)c(-c2ccc(F)cc2)nc2cnc(Nc3cccc(OC)c3)nc21
5%	13%	2%	-17%	4%	-2%	-3%	17%	CCc1cc2ccc(OC)cc2nc1SCC(=O)NNC(C)=O
8%	-5%	?	-9%	1%	?	5%	4%	CCOC(=O)c1nc(-c2ccccc2)oc1N1CCOCC1

These rows are one share of the data; rates above refer to the full screens.
